Bioassay records as filed in PubChem.
hIAP act: human IAP activation; P09923; purified human IAP, CDP-Star luminescence, 30 min; stronger effect = higher value; 1 = vehicle-only enzyme, 0 = enzyme-free background; activation factor at 10 µM; 330,000 compounds, 0.16% hits; AID 2524;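 active means activation factor of the enzyme at least 2-fold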; further: the source names both 10 and 20 µM as test concentration; values of inactives mirror those of a sister screen read the other way
MPTP block: blocks calcium-induced mitochondrial swelling. isolated mouse mitochondria, Ca2+ swelling absorbance, 30 min. 360,000 compounds, 1.4% hits. inhibition, % at 10 µM;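 active means inhibition of 50% or more, scaled per plate between neutral and stimulator controls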;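 further: 0% = DMSO wells given calcium and 100% = 1 mM EGTA wells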
SENP8 inh: blocks human SENP8 cleavage of Nedd8 substrate; Q96LD8; recombinant SENP8, Nedd8 substrate fluorescence; AID 602440; inhibition, % at 20 µM; 360,000 compounds, 0.64% hits; in the data active means inhibition mostly above about 40%, no sharp cut-off; inactive means mostly below about 27%
NR3A LBD binder: NR3A (human) ligand-binding domain modulation. Tm shift relative to glycine control, % at 25 µM. NR3A LBD differential scanning fluorimetry, Tm shift; 0% = protein alone, 100% = glycine-bound protein. 340,000 compounds, 2.5% hits;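 active means melting temperature shift of at least 10% of the positive control shift, at one fixed dose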
ATG4B inh: blocks human ATG4B protease cleavage of LC3 substrate; Q9Y4P1; ATG4B cleavage of LC3-PLA2, NBD-HPC fluorescence, 1 h; inhibition, % at 8.33 µM; 340,000 compounds, 0.51% hits; AID 504462; in the data active means inhibition above about 40%
Target sequence (Q9Y4P1 whole entry, looked up): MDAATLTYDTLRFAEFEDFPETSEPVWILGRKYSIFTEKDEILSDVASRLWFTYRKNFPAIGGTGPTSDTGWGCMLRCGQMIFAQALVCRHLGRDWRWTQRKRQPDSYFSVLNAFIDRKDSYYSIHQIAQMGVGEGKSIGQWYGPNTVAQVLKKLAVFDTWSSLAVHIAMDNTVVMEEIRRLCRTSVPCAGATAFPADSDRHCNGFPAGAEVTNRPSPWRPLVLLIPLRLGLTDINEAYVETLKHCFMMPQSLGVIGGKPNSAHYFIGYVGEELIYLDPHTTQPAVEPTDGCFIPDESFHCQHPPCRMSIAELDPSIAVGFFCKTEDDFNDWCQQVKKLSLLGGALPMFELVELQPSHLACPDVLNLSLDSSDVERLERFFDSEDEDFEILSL
SENP6 inh: blocks the human protease SENP6; Recombinant SENP6 catalytic domain, aminoluciferin luminescence; inhibition, % at 10 µM; 330,000 compounds, 1.8% hits; AID 2599;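 active means inhibition above about 50% at the single tested dose, limit read from the data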;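 further: plate controls were DMSO wells with enzyme for no effect and DMSO wells lacking enzyme for full effect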
PfGluPho inh: PfG6PD (Plasmodium falciparum) enzyme inhibition | PfGluPho enzyme, NADPH resazurin-diaphorase fluorescence | 350,000 compounds, 0.78% hits | inhibition, % at 20 µM | AID 504690;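 active means inhibition reaching at least a set limit at 20 µM in the primary screen, cut at about 59% in these data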;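 further: 0% = DMSO wells with substrate and 100% = DMSO wells lacking glucose-6-phosphate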
SENP1 FRET inh: SENP1 (human) catalytic domain inhibition; Q9P0U3; recombinant SENP1 catalytic domain, CyPet-SUMO1-YPet FRET cleavage; inhibition, % at 10 µM; 360,000 compounds, 0.21% hits; AID 624204;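 active means inhibition at least 30% at 10 µM, raw YFP signal under a set limit, fluorescence ratio 0.5 to 1.5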;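 further: 0% = enzyme with DMSO and 100% = no enzyme wells; some results filed as inactive read as strong as hits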
Target sequence (Q9P0U3 419-644 limits assumed): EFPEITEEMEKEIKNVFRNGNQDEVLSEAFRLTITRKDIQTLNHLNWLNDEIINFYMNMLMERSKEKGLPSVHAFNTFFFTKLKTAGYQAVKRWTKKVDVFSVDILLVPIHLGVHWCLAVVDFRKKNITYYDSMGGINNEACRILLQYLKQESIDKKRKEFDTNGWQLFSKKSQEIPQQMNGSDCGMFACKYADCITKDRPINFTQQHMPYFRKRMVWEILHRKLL
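Test system: recombinant human SENP1 catalytic domain, His6-tagged / Medium: pH 8 Tris buffer with EDTA, NaCl, BME, BSA, NP40, catalase / Also added: SUMO1 FRET substrate flanked by Cypet and Ypet, 25 nM / Times: 50 min reaction at room temperature / Signal: FRET, CFP and YFP emission / Control set: no-enzyme low control and enzyme-plus-DMSO high control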
Numbers without * were called inactive; nt = no result given.

SMILES | hIAP act | MPTP block | SENP8 inh | NR3A LBD binder | ATG4B inh | SENP6 inh | PfGluPho inh | SENP1 FRET inh
C=CCNC(=O)c1ccccc1NC(=O)C1CC(=O)N(C(C)C)C1 (configuration not stated) | 0.721 | -0.1 | 5.4 | 0.4 | -6.0 | -17.7 | -13.5 | 0.4
COc1ccc(CC(CC(=O)O)C(=O)Nc2ccc(Cl)c(Cl)c2)cc1 (configuration not stated) | 0.94 | 0.2 | 9.8 | 0.5 | -0.2 | 1.9 | -5.0 | 2.3
Cc1cccc(N=C2NC(=O)/C(=C\c3cccs3)S2)c1 | 0.887 | 30.8 | 1.0 | -2.4 | 0.3 | 49.0 | -14.7 | 4.1
COc1cc(C(=O)O)ccc1OCc1c(C)noc1C | 0.937 | 2.2 | 3.9 | -0.4 | -0.3 | -2.2 | 4.6 | 0.6
O=C(OCC(=O)N1CCN(c2ccccc2)CC1)c1ncc(Cl)c(Cl)c1Cl | 0.822 | 0.1 | 8.2 | -0.9 | -4.1 | 10.4 | 3.5 | -0.6
Cc1ccccc1NC(=O)c1cc2c(=O)n3cccc(C)c3nc2s1 | 0.73 | -1.1 | -287.8 | 0.0 | 0.4 | 27.4 | 6.7 | -75.0
CC(NCCC(Cc1ccccc1)c1ccco1)c1ccccc1 (configuration not stated) | 0.963 | 2.5 | 10.0 | 0.1 | 11.9 | -16.4 | -4.8 | -1.4
COc1ccc(C(=O)c2ccc(N3CCN(C(=O)c4ccc(F)cc4)CC3)c(F)c2)cc1Br | 1.06 | 0.1 | -129.7 | 3.7 | -1.1 | 1.7 | -10.9 | 3.1
O=[N+]([O-])c1c(NCc2ccco2)ncnc1NCc1ccco1 | nt | -1.5 | 11.2 | 1.4 | -9.4 | nt | -8.7 | 0.6
Cc1ccccc1N1CCN(C2CCCN(C(=O)c3cc[n+]([O-])cc3)C2)CC1 (configuration not stated) | 1.12 | -1.5 | 22.3 | -3.0 | 5.5 | -4.3 | -14.2 | 1.6
CCOP(=O)(NC(c1ccccc1)c1nc2ccccc2[nH]c1=O)OCC (configuration not stated) | 0.989 | 0.4 | -173.1 | -1.4 | -1.1 | -0.2 | -8.0 | 1.6
O=C(Cc1ccccc1)NCc1ccncc1 | 0.904 | -1.5 | 0.0 | -2.0 | -7.0 | -18.2 | -2.6 | 1.7
CCOC(=O)c1cc(CC)sc1/N=C/C1C(=O)CC(C)(C)CC1=O | 1.01 | 9.4 | -65.8 | 5.0 | 1.4 | -7.2 | 6.8 | -98.4
Cc1cnc(NC(=O)c2ccc3ncsc3c2)s1 | 1.05 | -0.4 | -39.4 | -0.1 | 8.4 | 28.6 | -5.8 | -12.4
CC(=O)c1cccc(NC(=S)N2CCc3ccccc32)c1 | 0.694 | 1.1 | -15.2 | -0.5 | -1.5 | 24.3 | 8.6 | -3.4
COc1ccc(CN(Cc2nc3ccccc3c(=O)[nH]2)C(=O)C(C)(C)C)cc1 | 1.02 | -0.2 | 22.8 | 0.4 | -1.5 | -15.7 | 10.6 | -0.8
O=C(CNC(=O)c1ccccc1)OCc1nc2ccccc2s1 | 1.02 | 1.7 | 4.1 | -1.0 | 0.4 | -7.9 | 0.3 | 0.6
COc1ccc(O)c(/C=N/NC(=S)Nc2cccc(S(=O)(=O)N(C)C)c2)c1 | nt | 50.9* | -298.9 | -6.3 | -18.1 | nt | -7.6 | 52.2
O=C(C1CC1)N(CCc1ccccc1)Cc1nc2ccccc2c(=O)[nH]1 | 0.949 | 1.0 | 16.8 | 2.8 | -8.0 | -7.2 | 7.9 | -0.5
CCOc1ccc(/C=N/NC(=S)Nc2c(C)cccc2C)cc1 | 1.07 | 0.3 | 21.8 | -3.2 | -14.4 | -3.9 | 3.4 | 0.2
COc1cccc(-n2c(Cn3nc(C(F)F)cc3C(F)F)n[nH]c2=S)c1 | 1.03 | -0.3 | 7.1 | -4.3 | 10.8 | 16.7 | 18.4 | 1.6
COc1cccc(OC)c1C(=O)Nc1sc2c(c1C#N)CCC2 | 1.36 | 2.9 | -123.2 | -1.8 | -4.4 | -16.0 | 31.2 | -2.6
COc1ccc(S(=O)(=O)Nc2ccc(Cl)cn2)c(C)c1C | 1.15 | 4.9 | -13.7 | 0.3 | -0.8 | 8.3 | -9.2 | 0.4
C#CC[N+]1(CC#Cc2cccc3ccccc23)CCOCC1 | 0.88 | -3.0 | 7.2 | -1.7 | -5.5 | 11.2 | -6.5 | -0.5
CSC(=NS(=O)(=O)c1ccc(C)cc1)SC | 1.23 | -0.5 | -8.1 | 0.6 | -4.2 | 8.4 | -5.8 | 0.6

MPTP block, what is marked active above.
SMILES | hIAP act | MPTP block | NR3A LBD binder | ATG4B inh | SENP6 inh | PfGluPho inh | SENP1 FRET inh
COc1ccc(O)c(/C=N/NC(=S)Nc2cccc(S(=O)(=O)N(C)C)c2)c1 | nt | 50.9* | -6.3 | -18.1 | nt | -7.6 | 52.2

Only MPTP block and PfGluPho inh (5 entries from above):
| Molecule | MPTP block | PfGluPho inh |
| --- | --- | --- |
| CCOP(=O)(NC(c1ccccc1)c1nc2ccccc2[nH]c1=O)OCC (configuration not stated) | 0.4 | -8.0 |
| O=C(Cc1ccccc1)NCc1ccncc1 | -1.5 | -2.6 |
| CCOC(=O)c1cc(CC)sc1/N=C/C1C(=O)CC(C)(C)CC1=O | 9.4 | 6.8 |
| Cc1cnc(NC(=O)c2ccc3ncsc3c2)s1 | -0.4 | -5.8 |
| CC(=O)c1cccc(NC(=S)N2CCc3ccccc32)c1 | 1.1 | 8.6 |

The list goes on:
SMILES | hIAP act | MPTP block | SENP8 inh | NR3A LBD binder | ATG4B inh | SENP6 inh | PfGluPho inh | SENP1 FRET inh
Cc1ccc(C)c(NC(=O)CN(C)C(=O)c2ccc(-c3cccc(C(F)(F)F)c3)o2)c1 | 1.14 | -1.1 | -5.7 | -4.8 | -0.7 | -9.9 | 21.4 | 2.4
Cc1csc(=NC(=O)c2ccccc2)n1Cc1ccco1 | 1.03 | 0.0 | -272.3 | 2.2 | -4.0 | -20.7 | 0.1 | 1.6
CCN(CC)CCNC(=O)CNC(=O)c1nn(-c2ccc(OC)cc2OC)c(=O)c2ccccc12 | 1.2 | -0.6 | 11.9 | -0.4 | 6.2 | 1.7 | 0.5 | 0.7
COc1ccc(NS(=O)(=O)c2ccc(NC(=O)C3CCCO3)cc2)cc1 (configuration not stated) | 0.882 | 10.4 | 16.4 | -0.3 | -1.2 | -2.4 | -1.5 | -0.7
Cc1cc(C(=O)NNC(=O)/C=C/c2ccco2)c(C)o1 | 0.97 | -0.4 | -10.8 | 1.5 | 4.7 | -3.5 | 30.4 | -1.6
Cc1cccc(Cc2nc3ccccc3[nH]2)c1 | nt | 0.4 | 4.4 | -1.0 | 0.9 | nt | 9.9 | 0.9
O=C(O)c1ccccc1 | 0.932 | -1.3 | 10.5 | -0.5 | -6.1 | -5.9 | -5.2 | -0.1
Cc1noc(C)c1NC(=O)Nc1ccc2c(c1)C(=O)N([C@H](C)CO)C[C@@H](C)[C@@H](CN(C)S(=O)(=O)c1cn(C)cn1)OCCCC[C@H](C)O2 | nt | 0.4 | 5.0 | nt | nt | nt | 16.8 | 0.3
O=C(C[N+]1(CC#Cc2ccccc2)CCOCC1)c1ccccc1 | 1.1 | 0.9 | 11.5 | 0.3 | -8.1 | -2.5 | 7.0 | 1.5

Rows were taken by chance. Share with any hit: about 6.7%.
